Compound activity (PubChem)
Tau fibril FP: blocks human tau fibril formation measured by polarization | P10636 | K18 P301L tau heparin fibrillization, Alexa594 FP, 6 h | Potency, µM (top dose mostly 57.7 µM), inactives show top-dose activity, negative = inhibition, actives largely listed as inhibitors | 0.39% of 280,000 active | AID 1468; further: on the % scale 0 is the no-effect control and ±100 the full control effect; nearly all actives have a fitted effect of over 55% in size
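K18 P301L tau (15 uM unlabeled/0.24 uM Alexa 594-labeled, final) + compound + heparin 20 uM final; 100 mM NaOAc pH 7; 6 hr 37 C; ThT 30 uM final added, 1 hr RT; FP ex 555/em 632 nm.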
HTT cytoprotect: protects HTT-Q103 PC12 cells, measured by ATP; PC12 HTT-Q103 induced, cytoprotection, ATP luminescence, 40 h; Potency, µM (titrated, usually from 56.4 µM), for the others: cytoprotection (ATP increase), actives largely listed as activators; 0.14% of 230,000 active; AID 1471;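 further: % of control where 0% means no effect; nearly all actives have a fitted effect of over 45% in size; toxic huntingtin expression switched on by the ecdysone agonist tebufenozide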
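Rat PC12, Q103 Htt exon1-GFP fusion, ecdysone promoter; tebufenozide inducer 100 nM final; compound titration; qHTS, 1500 cells/well; ATPlite luminescent read.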
TRb-SRC2 inh: TRbeta-SRC2 interaction inhibition | TRbeta-SRC2 peptide binding, fluorescence polarization; receptor liganded with 1 µM T3 | Potency, µM (series often up to 106 µM), inactives show at the top dose activity change, negative = inhibition, hits mostly inhibitors | 0.065% of 280,000 active | AID 1469;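 further: plate controls were bound peptide for no effect and peptide without receptor for full effect; nearly all actives have a fitted effect of over 50% in size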
Target sequence (P10828 whole entry, looked up): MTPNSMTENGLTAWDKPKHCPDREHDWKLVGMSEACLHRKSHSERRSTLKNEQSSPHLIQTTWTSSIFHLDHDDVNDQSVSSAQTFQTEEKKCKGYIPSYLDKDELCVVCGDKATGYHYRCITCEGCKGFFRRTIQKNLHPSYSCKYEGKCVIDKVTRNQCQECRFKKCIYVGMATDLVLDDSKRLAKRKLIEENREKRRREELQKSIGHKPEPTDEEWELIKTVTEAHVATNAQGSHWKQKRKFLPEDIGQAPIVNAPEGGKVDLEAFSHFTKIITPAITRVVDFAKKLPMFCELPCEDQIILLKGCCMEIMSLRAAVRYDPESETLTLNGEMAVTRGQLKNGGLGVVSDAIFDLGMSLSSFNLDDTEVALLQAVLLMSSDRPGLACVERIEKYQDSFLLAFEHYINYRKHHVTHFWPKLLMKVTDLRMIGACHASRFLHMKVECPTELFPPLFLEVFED
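Read-out is fluorescence polarization (555 nm excitation, 632 nm emission) of a Texas Red SRC2 coactivator peptide; loss of signal reflects blocked binding to human TRb ligand-binding domain in the presence of 1 uM T3.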
Tau ThT inhib: inhibitors of human tau fibril formation, thioflavin T binding; P10636; recombinant tau K18 P301L, heparin-induced fibrillization, ThT fluorescence; Potency, µM (series often up to 57.4 µM), without a hit: at the highest dose activity, negative = inhibition, usual class: inhibitors; 2.1% of 270,000 active; AID 1460; further: on the % scale 0 is the no-effect control and ±100 the full control effect; nearly all actives have a fitted effect of over 55% in size
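Recombinant human tau K18 fragment […] carrying P301L, 15 uM unlabeled plus 0.24 uM Alexa 594-labeled, was fibrillized with 20 uM heparin in 100 mM sodium acetate pH 7 for 6 hr at 37 C; 30 uM ThT fluorescence read after 1 hr.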
RECQ1 helicase: blocks DNA unwinding by human RECQ1. P46063. RECQ1 DNA unwinding, red fluorescence kinetic read. Potency, µM (doses to about 57.3 µM), inactives show at the top dose activity, negative = inhibition, hits mostly inhibitors. 0.54% of 240,000 active. AID 2549;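 further: plate controls were vehicle for no effect and no enzyme for full effect; nearly all actives have a fitted effect of over 30% in size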
Target sequence (P46063 whole entry, looked up): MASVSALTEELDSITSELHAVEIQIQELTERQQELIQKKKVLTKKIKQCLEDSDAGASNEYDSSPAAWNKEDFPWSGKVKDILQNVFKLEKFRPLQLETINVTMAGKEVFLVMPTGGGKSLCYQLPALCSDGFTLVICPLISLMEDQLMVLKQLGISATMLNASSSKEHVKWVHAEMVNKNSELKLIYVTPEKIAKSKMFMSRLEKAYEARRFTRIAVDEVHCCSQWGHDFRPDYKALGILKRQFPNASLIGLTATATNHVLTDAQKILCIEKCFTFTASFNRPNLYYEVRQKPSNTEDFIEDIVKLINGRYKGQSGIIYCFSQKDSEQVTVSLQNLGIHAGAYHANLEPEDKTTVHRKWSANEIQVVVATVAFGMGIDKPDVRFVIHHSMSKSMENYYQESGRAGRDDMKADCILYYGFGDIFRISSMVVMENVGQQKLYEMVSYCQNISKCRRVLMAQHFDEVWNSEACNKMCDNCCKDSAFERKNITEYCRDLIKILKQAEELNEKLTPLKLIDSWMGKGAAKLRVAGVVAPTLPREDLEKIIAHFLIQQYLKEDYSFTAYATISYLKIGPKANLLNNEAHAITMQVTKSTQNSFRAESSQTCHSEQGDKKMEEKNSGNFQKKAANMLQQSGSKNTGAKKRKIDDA
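50 nM RECQ1T1 preincubated 15 min with compound in Tris pH 8.0 buffer with MgCl2, DTT, Tween-20 and 2.5 ug/ml poly(dI-dC); started with 200 nM TAMRA/BHQ-2 forked duplex and 2 mM ATP. Unwinding read as fluorescence (525/598 nm), two reads 2 h apart.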
L3MBTL1 block: L3MBTL1 (human) inhibition. AlphaScreen L3MBTL1–H3K9me1 peptide binding. Potency, µM (titrated, usually from 57.1 µM), inactives show at the top dose activity, negative = inhibition, actives largely listed as inhibitors. 0.66% of 230,000 active. AID 485360; further: on the % scale 0 is the no-effect control and ±100 the full control effect; nearly all actives have a fitted effect of over 60% in size
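AlphaScreen assay: L3MBTL1 (50 nM final) was preincubated 30 min at room temperature with biotinylated H3(1-15)K9me1 peptide (75 nM final), then 30 min with library compounds; streptavidin donor and nickel chelate acceptor beads (10 ug/mL final) added, 30 min dark.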
TexasRed fluor: Texas Red fluorescence interference in TRb-SRC2 counter-screen; TRb/SRC2 Texas Red total fluorescence interference; Potency, µM (doses to about 106 µM), for the others: at the highest dose fluorescence change, negative = quenching; 0.29% of 280,000 active; AID 1479; active means well fitted curve in either direction with a large enough effect; inconclusive means small, poorly fitted or top-dose-only effect; further: on the % scale 0 is the no-effect control and ±100 the full control effect
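Flags fluorescent or light-absorbing compounds by total fluorescence, S + 2P, at 555 nm excitation and 632 nm emission. Mixture: 20 nM Texas Red SRC2 peptide, 0.6 uM human TRb LBD, 1 uM T3, 5% DMSO; compound exposure 5 h at ambient temperature.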
Tau fluor counter: counter-screen for tau fibril formation inhibitors; tau K18 P301L (four-repeat tau fragment) Alexa594 fluorescence, heparin fibrillization; Potency, µM (top dose mostly 57.7 µM), inactives show at the highest dose activity change, negative = decrease; 0.93% of 280,000 active; AID 1463; further: on the % scale 0 is the no-effect control and ±100 the full control effect; nearly all actives have a fitted effect of over 55% in size
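Human K18 P301L tau (15 uM unlabeled plus 0.24 uM Alexa 594-labeled, final) in 100 mM sodium acetate pH 7 was mixed with compound and 20 uM heparin and incubated 6 hr at 37 C.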
* marks the source's active call; other numbers are inactive results; i = inactive; ? = inconclusive; . = not tested or not shown; & = joins results of further samples; ! = a repeat was not active; [ ] = another dose, or the depositor's remark. Unless noted, the call rests on the fitted dose curve; in most records, active means well fitted curve in the direction sought with a large enough effect; inconclusive means small, poorly fitted or top-dose-only effect, or another doubt; inactive means no such curve, though single readings can be large; an effect the other way counts as inactive or inconclusive. Potency means the concentration at half of the fitted maximal effect. The list is partial. The share of hits here may be higher or lower than overall.

item	canonical_smiles	Tau fibril FP	HTT cytoprotect	TRb-SRC2 inh	Tau ThT inhib	RECQ1 helicase	L3MBTL1 block	TexasRed fluor	Tau fluor counter
1	CC(C)CNC(=O)C(=O)NN=C1CCCCCC1	2%	.	0%	-9%	-6%	-4%	-3%	-11%
2	CCOC(=O)N1CCC(NC(=O)CN(C)S(=O)(=O)c2cc3c(cc2Cl)NC(=O)CO3)CC1	-1%	8%	3%	-4%	-5%	.	-2%	-4%
3	O=C1Nc2ccccc2C(O)(C(=O)N2CCCCC2)N1c1ccccc1 (centres undefined)	-7%	-1%	-13%	0%	i	6%	1%	1%
4	COc1cc(C=O)ccc1OCC(=O)NC(C)(C)C	7%	-1%[1.9 µM]	3%	5%	i	-28%	3%	0%
5	Cc1ccc(Cc2cnc(NC(=O)/C(C#N)=C/c3ccc(-c4ccc([N+](=O)[O-])cc4)o3)s2)cc1	11%	-11%[10 µM]	-10%	?	-2%	2%	4%	-20%
6	Cc1cccc(NC(=O)c2nc[nH]c2C(=O)N[C@@H](CC(C)C)C(=O)OC(C)(C)C)c1	13µM*	-10%[10 µM]	-9%	8%	-9%	.	-1%	?
7	Cc1cc(OCn2ccc(C(=O)O)n2)ccc1Cl	-4%	8%	-7%	-2%	-11%	9%	-2%	2%
8	CC(C)OC(=O)CC1C(=O)NCCN1C(=S)NC(=O)c1cccs1 (centres undefined)	-10%	16%[10 µM]	-14%	-23%	13%	-2%	0%	-21%
9	CCSC1=C(C#N)C2(CCCCC2)C(C#N)C(=O)N1 (centres undefined)	-5%	-3%	-2%	1%	i	3%	-2%	-3%
10	Fc1ccc(CN(Cc2ccccc2)C(c2cccs2)c2nnnn2C2CCCCC2)cc1 (centres undefined)	-7%	-2%	-5%	-7%	-8%	.	-2%	-4%
11	COc1cccc(CCc2ccccc2OCC[C@@H]2C[C@@H](O)CN2C)c1	6%	-210%[inhibitor]	-8%	-13%	-4%	.	-17%	-17%
12	CCSc1ncc(Cl)c(C(=O)Nc2nc3ccc(Cl)cc3s2)n1	2%	.	2%	10%	.	.	10%	2%
13	OCCNCCOc1ccc(Cl)c(Cl)c1	5%	-3%[10 µM]	-7%	-4%	-2%	2%	0%	-3%
14	COc1ccc(S(=O)(=O)N(Cc2cccs2)C2CCCC2)cc1	-4%	6%[0.074 µM]	-8%	2%	-11%	.	-7%	-14%
15	CC(=O)N1CCN(c2nc3cc4c(cc3nc2NS(=O)(=O)c2ccccc2)OCCO4)CC1	11%	-12%	2%	-11%	-9%	1%	-2%	1%
16	O=c1cc(/C=C/c2cccs2)[nH]c2ccccc12	-12%	-27%	-1%	?	-7%	.	-2%	-13%
17	O=C(c1ccccc1F)N1CCC(N2CCCCCC2)CC1	9%	-12%[10 µM]	10%	12%	4%	-13%[11.4 µM]	-2%	9%
18	CCOC(=O)C(C)Sc1nnc(NC(=O)c2cccc([N+](=O)[O-])c2C)s1 (centres undefined)	7%	18%[10 µM]	-6%	-3%	-4%	8%	-4%	-10%
19	CCCn1cc(S(=O)(=O)CC(=O)Nc2ccc(OCC)cc2)c2ccccc21	4%	0%[1.9 µM]	2%	-8%	-11%	0%	-7%	-13%
20	O=C(CCS(=O)(=O)c1ccccc1)N(Cc1cccnc1)c1nc2ccc(Cl)cc2s1	-7%	.	-6%	?	.	.	-1%	-15%
21	Cc1csc(SCC(=O)NC(=O)NC(C)C)n1	1%	2%[10 µM]	1%	-7%	-2%	3%	0%	-5%
22	Cn1nnnc1SCC(=O)NC(=O)Cc1ccccc1	1%	-6%[10 µM]	1%	11%	3%	3%	-1%	7%
23	CN(Cc1cnn(C)c1)C(=O)C1CCCCC1C(=O)O (centres undefined)	-9%	9%[1.9 µM]	12%	-15%	0%	-2%	0%	-4%
24	O=C1C(c2[nH]c3ccccc3c2O)=Nc2ccccc21	-2%	-44%&-46%[inhibitor]	5%&0%	-13%	35µM*!	.	-1%&-1%	-8%
25	CCNc1nc(NCC)n2c(SCC(=O)N3CC4(C)CC3CC(C)(C)C4)nnc2n1 (centres undefined)	1%	-88%[inhibitor][10 µM]	1%	2%	-18%	9%	-2%	3%
26	Clc1ccc(-c2csc(N3CCC(c4ccccc4)C3)n2)cc1 (centres undefined)	8%	-9%	-1%	?	i	6%	0%	-18%
27	CCn1c(SCC(=O)N2CCCc3ccccc32)nc2ccccc2c1=O	-3%	-10%	-19%	?	-1%	-6%	-4%	-9%
28	CC(C)NC(=S)N/N=C/c1c[nH]c2ccccc12	?	36%[10 µM]	-1%[53 µM]	?	-3%	-13%	-1%[53 µM]	?
29	CCOC(=O)c1cccc(NS(=O)(=O)c2cc3c(cc2C)NC(=O)CO3)c1	-3%	.	-4%	-15%	.	.	5%	-24%
30	O=C(CSc1nc(C2CCCCC2)nc2ccccc12)NCc1ccco1	-6%	-5%[10 µM]	2%	6%	i	-13%	-2%	2%

3 compounds out of the list, sorted by length of the SMILES, lowest first.
item	canonical_smiles	Tau fibril FP	HTT cytoprotect	TRb-SRC2 inh	Tau ThT inhib	RECQ1 helicase	L3MBTL1 block	TexasRed fluor	Tau fluor counter
7	Cc1cc(OCn2ccc(C(=O)O)n2)ccc1Cl	-4%	8%	-7%	-2%	-11%	9%	-2%	2%
9	CCSC1=C(C#N)C2(CCCCC2)C(C#N)C(=O)N1 (centres undefined)	-5%	-3%	-2%	1%	i	3%	-2%	-3%
15	CC(=O)N1CCN(c2nc3cc4c(cc3nc2NS(=O)(=O)c2ccccc2)OCCO4)CC1	11%	-12%	2%	-11%	-9%	1%	-2%	1%

Continuation.
item	canonical_smiles	Tau fibril FP	HTT cytoprotect	TRb-SRC2 inh	Tau ThT inhib	RECQ1 helicase	L3MBTL1 block	TexasRed fluor	Tau fluor counter
31	CN(c1nc2ccccc2n2c(C3CC3)nnc12)S(=O)(=O)c1ccccc1	-1%	12%[10 µM]	-3%	10%	-1%	2%	4%	2%
32	COc1cc(-c2nc(-c3ccc4c(c3)-c3ccccc3S4(=O)=O)c(-c3ccccc3)[nH]2)cc(OC)c1O	?	-41%[inhibitor]	-8%	-17%	-18%	.	-2%	?
33	CC(=O)Nc1ccc(/C(C)=N/NS(=O)(=O)c2ccccc2)cc1	13%	-6%[10 µM]	-2%	-14%	1%	1%	0%	2%
34	CC(NC(=O)c1ccc(C(C)(C)C)cc1)C(=O)O (centres undefined)	-11%	-12%	9%	-23%	-5%	.	0%	-17%
35	COc1ccc(-c2nc(=S)c3c(n2Cc2cccnc2)CC(C)(C)OC3)cc1	-2%	2%[10 µM]	1%	-3%	-3%	-5%	1%	-3%
36	O=C(CCCN1C(=O)/C(=C/c2ccccc2Cl)SC1=S)NNC(=O)c1ccccc1Cl	5%	-3%[1.9 µM]	-2%	-17%	-17%	5%	?	-16%
37	Cc1cc(=O)oc2cc(NS(=O)(=O)c3ccc(F)cc3)ccc12	-1%	3%[10 µM]	6%	-5%	-11%	2%	-2%	-13%
38	CC(C)Cc1nc(N2CCN(C(=O)Cc3ccccc3)CC2)c(C#N)c2c1COC(C)(C)C2	4%	8%	4%	-9%	-8%	5%	0%	2%
39	CCOc1ccc2c(c1)-c1c(ssc1=S)C(C)(C)N2	-2%	-1%	-5%	13µM*	-6%	.	0%	13µM*[quencher]
40	COc1cccc(Nc2nc3ccccc3n3cnnc23)c1	10%	-28%	2%	-12%	-13%	10%	3%	-21%
41	COc1ccc(N=C2C(=O)N3CCCc4cccc2c43)cc1	-3%	-7%[10 µM]	-4%[53 µM]	4%	1%	-8%	0%[53 µM]	0%
42	COc1ccc(CCNC(=O)CSc2nc3[nH]ncc3c(=O)n2-c2ccc(C)c(Cl)c2)cc1OC	-4%	-32%	6%	-12%	1%	.	0%	-15%
43	Cc1ncc([N+](=O)[O-])n1CCOC(=O)Nc1ccc(Cl)c(Cl)c1	-11%	-34%	-5%	1%	-7%	28%	-8%	-17%
44	Cc1ccc(C)c2[nH]c(=O)c(CCNC(=O)CC(C)(C)C)cc12	-7%	-28%[10 µM]	8%	-11%	3%	-3%	0%	-13%
45	Cc1ccc2nc(Cl)c(C3CC(c4ccco4)=NN3C(=O)CCCC(=O)O)cc2c1 (centres undefined)	12%	14%[10 µM]	-2%	3%	-7%	-6%	-2%	2%
46	COCCn1c(SCC(=O)Nc2nc(C)c(Cl)cc2Cl)nc2ccccc21	2%	9%[10 µM]	0%	-8%	i	-3%	-1%	-9%
47	COc1cc(OC)cc(C(=O)NNC(=O)CCc2ccccc2)c1	-2%	2%[10 µM]	4%	-8%	i	6%	-4%	-11%
48	OCCC1CN(Cc2ccccn2)CCN1C1CCCC1 (centres undefined)	-1%	5%[10 µM]	1%	-6%	-8%	-2%	-3%	1%
49	COc1cccc(Cn2cnc3c(NS(=O)(=O)c4ccc(Cl)cc4Cl)c(C)c(C)cc32)c1	7%	-30%	4%	-4%	i	-2%	4%	-6%
50	CCOc1ccccc1N1CC(C(=O)Nc2nccs2)CC1=O (centres undefined)	1%	5%	1%	-3%	?	0%	1%	-4%
51	CS(=O)(=O)N1CCN(c2ccc(NC(=O)c3ccccc3)cc2)CC1	-3%	-73%[inhibitor]	1%	?	i	10%	0%	-9%
52	CCOc1ccc(N2C(=O)c3ccccc3C2O)cc1 (centres undefined)	7%	-50%[inhibitor]	-11%	-14%	-8%	.	-3%	-5%
53	c1ccc2c(-c3nc4ncccc4o3)cccc2c1	2%	-26%[0.074 µM]	-1%	?	-2%	16%	0%	-17%
54	COc1ccc(CNC(=O)c2cc3c(=O)n4ccccc4nc3n(CC3CCCO3)c2=N)cc1 (centres undefined)	-5%	-8%	4%	-16%	2%	.	0%	-11%
55	COC(=O)c1sccc1NC(=O)c1cc(-c2cc(C)ccc2C)nc2ccccc12	0%	-23%	0%	-5%	1%	-4%	0%	-13%
56	O=C(CCn1cccn1)Nc1cccc(C(F)(F)F)c1	-3%	.	-4%	0%	.	.	1%	-6%
57	COC(=O)c1ccc(CSc2n[nH]c(C)n2)o1	-11%	14%[0.074 µM]	4%	-1%	i	17%	0%	6%
